From PubChem BioAssay
TCR activator: Activators of T cell receptors: qHTS campaign; primary human leukocytes, anti-CD3, IL-2 HTRF, 48 h; Potency, µM (highest dose often 9.22 µM), for the others: top-dose activation of IL-2 secretion, usual class: activators; 330,000 tested, under 10 active; AID 504894, 2011; further: % of control where 0% means no effect
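Primary human leukocytes were stimulated with a-CD3 beads plus compounds for 48 hr without co-stimulation; secreted IL-2 was quantified by HTRF using a-IL-2-K (europium cryptate) and a-IL-2-d2, excited at 320nm with acceptor emission read at 665nm.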
BCR signal inh: qHTS Assay to Find Inhibitors of Chronic Active B-Cell Receptor Signaling; ABC-DLBCL IkBa-CBG/CBR reporter, luminescence ratio, 4 h; Potency, µM (highest dose often 46.1 µM), for the others: at the highest dose ratio change, negative = lower green/red ratio, actives largely listed as inhibitors; 0.05% of 340,000 active; active means well fitted inhibition curve with a large enough effect in the signal ratio, with a control signal flat, not every such curve was filed as active; inconclusive means small, poorly fitted or top-dose-only effect, or effect the other way, or a change in a side signal; the % refers to the signal ratio;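 further: potency means the concentration at half of the fitted maximal effect; plate controls were basal doxycycline-induced cells for no effect and cells given 10 µM MG132 for full effect; MG132 reads +100%, hits lower the ratio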
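TMD8 ABC-DLBCL cells carrying doxycycline-inducible green luciferase fused to IkappaBalpha plus unfused red luciferase were exposed to compounds (up to 46 uM) for 4 hrs at 37C. Activity came from the overlap-corrected green/red luminescence ratio.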
Mito fusion yeast: qHTS Assay for Small Molecule Inhibitors of Mitochondrial Division or Activators of Mitochondrial Fusion; S. cerevisiae fusion-defective mutant growth rescue, CellTiterGlo 48 h; Potency, µM (doses to about 46.1 µM), for inactives: at the highest dose growth rescue (activation), most hits filed as activators; 0.23% of 320,000 active; AID 485298, 2010;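 further: potency means the concentration at half of the fitted maximal effect; % of control where 0% means no effect; nearly all actives have a fitted effect of over 45% in size; temperature-sensitive fusion mutants such as fzo1-1 at 37 °C on non-fermentable ethanol glycerol medium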
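Compounds are tested for their ability to restore growth of mitochondrial fusion-defective yeast strains at non-permissive 37C in YPEG medium over 48 hours. Viability is quantified by luciferase luminescence.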
Eya2 phos inh: qHTS Assay for Inhibitors of the Phosphatase Activity of Eya2; 0.006% of 330,000 active; Potency, µM (doses to about 76.9 µM), without a hit: at the top dose activity, negative = inhibition, usual class: inhibitors; recombinant Eya2, OMFP fluorescence dephosphorylation (OMFP is methylfluorescein phosphate); AID 488837, 2010; further: potency means the concentration at half of the fitted maximal effect; on the % scale 0 is the no-effect control and ±100 the full control effect
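Eya2 protein (added as 0.2 uM solution) was preincubated with compound for 10 min at ambient temperature in 50 mM HEPES pH 7.5, 50 mM NaCl, 5 uM MgCl2, 0.05% BSA, 1 mM DTT. OMFP (added at 50 uM) then reacted 10 min; fluorescence read at 485/525 nm.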
USP2a block: qHTS Assay for Inhibitors of Ubiquitin-specific Protease USP2a Using CHOP2 as the Reporter; Potency, µM (series often up to 38.3 µM), without a hit: top-dose activity change, negative = inhibition, actives largely listed as inhibitors; USP2 core, Ub-CHOP2 coupled fluorogenic reporter, 485/531; Ubiquitin carboxyl-terminal hydrolase 2 (Homo sapiens), O75604; 0.01% of 330,000 active; AID 463254, 2010;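 further: potency means the concentration at half of the fitted maximal effect; plate controls were DMSO wells for no effect and full inhibition by NEM control for full effect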
Target sequence (O75604 whole entry, looked up): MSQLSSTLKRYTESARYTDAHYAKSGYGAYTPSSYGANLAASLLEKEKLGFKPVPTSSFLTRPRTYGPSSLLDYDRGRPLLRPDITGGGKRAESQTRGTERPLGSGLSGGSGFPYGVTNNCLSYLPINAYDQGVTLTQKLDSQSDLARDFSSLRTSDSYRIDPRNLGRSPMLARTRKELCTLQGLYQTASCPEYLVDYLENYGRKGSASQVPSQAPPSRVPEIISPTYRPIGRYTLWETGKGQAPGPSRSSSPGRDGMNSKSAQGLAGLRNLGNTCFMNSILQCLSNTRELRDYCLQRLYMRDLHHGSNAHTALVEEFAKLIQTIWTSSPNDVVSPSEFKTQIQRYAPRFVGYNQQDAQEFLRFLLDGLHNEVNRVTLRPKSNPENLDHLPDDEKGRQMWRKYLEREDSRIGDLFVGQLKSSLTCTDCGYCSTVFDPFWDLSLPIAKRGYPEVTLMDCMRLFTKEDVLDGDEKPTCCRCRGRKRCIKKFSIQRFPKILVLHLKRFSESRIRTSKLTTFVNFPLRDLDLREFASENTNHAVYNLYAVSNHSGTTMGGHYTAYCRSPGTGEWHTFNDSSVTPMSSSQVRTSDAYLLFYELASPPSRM
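Cell-free coupled assay: 10nM USP2 core preincubated 30min RT with compound in Tris-HCl pH 8.0/CaCl2/CHAPS buffer, then 25nM Ub-CHOP2 and 25nM reporter substrate; fluorescence (Ex 485/Em 531) read after 60min RT, normalized to NEM inhibition, concentration-response curves fitted.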
uPA generation: qHTS for Inhibitors of Cell Surface uPA Generation; cell surface uPA generation assay, qHTS; Potency, µM (doses to about 38.3 µM), for the others: top-dose activity change, negative = inhibition, actives largely listed as inhibitors; 0.31% of 330,000 active; active means well fitted inhibition curve with a large enough effect; inconclusive means small, poorly fitted or top-dose-only effect; inactive means no such curve, though single readings can be large or run the other way; tested in mouse RAW 264.7 cells; further: potency means the concentration at half of the fitted maximal effect; on the % scale 0 is the no-effect control and ±100 the full control effect; nearly all actives have a fitted effect of over 55% in size
TSG101-PTAP inh: qHTS Assay for Iinhibitors of HIV-1 Budding by Blocking the Interaction of PTAP/TSG101; Potency, µM (top dose mostly 115 µM), inactives show at the top dose activity change, negative = inhibition, usual class: inhibitors; Fluorescence polarization, FITC-PTAP peptide / Tsg101 binding; Tumor susceptibility gene 101 protein (Homo sapiens), Q99816; 340,000 tested, under 10 active; active means well fitted inhibition curve with a large enough effect in the main read-out, with a control signal flat, not every such curve was filed as active; inconclusive means small, poorly fitted or top-dose-only effect, or effect the other way, or a change in a side signal; inactive means no such curve, though single readings can be large or run the other way; further: potency means the concentration at half of the fitted maximal effect; % of control where 0% means no effect
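Fluorescence polarization binding of Tsg101 binding domain (10 uM final) to FITC-labeled PTAP peptide (50 nM final) in HEPES pH 7.5 buffer with NaCl, Tween 20, EDTA, TCEP. Compounds added before peptide; binding 20 min at RT.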
Tb PFK block: qHTS Assay to Find Inhibitors of T. brucei phosphofructokinase; ATP-dependent 6-phosphofructokinase (Trypanosoma brucei brucei), O15648; T. brucei PFK, ADP-Glo luminescence; Potency, µM (titrated, usually from 57.5 µM), without a hit: at the top dose activity, negative = inhibition, usual class: inhibitors; 0.17% of 330,000 active;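 further: potency means the concentration at half of the fitted maximal effect; 0% = uninhibited 1x PFK enzyme wells and -100% = no-enzyme wells; nearly all actives have a fitted effect of over 60% in size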
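In TEA buffer at pH 8.0 with 5 mM MgCl2, enzyme (1.25 nM) converted F6P (0.5 mM) and ATP (0.1 mM) for 45 min at room temperature. ADP product was read by luciferase luminescence.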
ELG1 repair inh: qHTS screen for small molecules that inhibit ELG1-dependent DNA repair in human embryonic kidney (HEK293T) cells expressing luciferase-tagged ELG1. HEK293T ELG1-luciferase reporter, luminescence, 16 h; DNA damage induced by 5-fluorouridine. Potency, µM (top dose mostly 46.1 µM), for inactives: at the highest dose activity change, negative = inhibition, actives largely listed as inhibitors. 2.3% of 330,000 active. AID 504467, 2011; further: potency means the concentration at half of the fitted maximal effect; on the % scale 0 is the no-effect control and ±100 the full control effect; nearly all actives have a fitted effect of over 55% in size
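Step one: seed 2,000 cells per well. Step two: pin-transfer compound or DMSO alongside 5-fluorouridine. Step three: incubate 16 hr, 37 °C, 5% CO2. Step four: add ONE-Glo, wait 30 min, read luminescence.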
TSHR antagonist: Antagonists of the Thyroid Stimulating Hormone Receptor: HTS campaign. Thyrotropin receptor (Homo sapiens), P16473. TSHR-expressing cells, TSH-stimulated cAMP HTRF, 2 h; active compounds read low. activity change, negative = inhibition, % at 11.5 µM. 0.2% of 330,000 active. AID 504810, 2011;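 active means activity change below a set negative limit, meaning inhibition stronger than a set level, cut at about -70% in these data; inconclusive means activity change between two set negative limits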; further: on the % scale 0 is the no-effect control and ±100 the full control effect
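Inhibition of cAMP made by TSHR-expressing cells under TSH stimulation (4nM final, EC80; 2 h, 37 deg C) is quantified with a one-step lysis HTRF kit, anti-cAMP cryptate versus cAMP-d2.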
B2AR arrestin: qHTS assay of beta-arrestin-biased ligands of beta2-adrenergic receptor. beta-arrestin recruitment to beta2AR, cell-based reporter. 0.02% of 330,000 active. Beta-2 adrenergic receptor (Homo sapiens), P07550. Potency, µM (doses to about 46.1 µM), for inactives: top-dose activation, usual class: activators;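 further: potency means the concentration at half of the fitted maximal effect; 0% = DMSO controls and full agonism = EC100 isoproterenol or metaproterenol; nearly all actives have a fitted effect of over 65% in size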
Target sequence (P07550 whole entry, looked up): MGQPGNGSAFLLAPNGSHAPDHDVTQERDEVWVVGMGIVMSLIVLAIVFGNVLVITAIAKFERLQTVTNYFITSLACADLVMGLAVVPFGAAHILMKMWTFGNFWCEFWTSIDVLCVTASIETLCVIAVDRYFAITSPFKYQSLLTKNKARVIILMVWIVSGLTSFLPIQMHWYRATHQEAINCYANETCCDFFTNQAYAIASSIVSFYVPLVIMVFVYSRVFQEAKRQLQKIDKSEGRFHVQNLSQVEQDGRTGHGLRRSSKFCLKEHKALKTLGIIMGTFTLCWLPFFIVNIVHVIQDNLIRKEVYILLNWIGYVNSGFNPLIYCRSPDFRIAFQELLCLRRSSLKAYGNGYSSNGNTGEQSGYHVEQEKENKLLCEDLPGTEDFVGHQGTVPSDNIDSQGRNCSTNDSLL
Numbers without * were called inactive; ? = inconclusive; . = no result given; [ ] = another dose, or the depositor's remark. Unless noted, the call rests on the fitted dose curve; in most records, active means well fitted curve in the direction sought with a large enough effect; inconclusive means small, poorly fitted or top-dose-only effect, or another doubt; inactive means no such curve, though single readings can be large; an effect the other way counts as inactive or inconclusive.

SMILES	Tb PFK block	Mito fusion yeast	B2AR arrestin	Eya2 phos inh	uPA generation	BCR signal inh	USP2a block	TSHR antagonist	TCR activator	TSG101-PTAP inh	ELG1 repair inh
COc1ccc(Cl)cc1NC(=S)NCCN1CCOCC1	0%	-3%	-0.3%	-10%	0%	7%	1%	1	-1%	-3%	-9%
Cc1cc(C)nc(NC(=O)c2ccc(Cl)cc2Cl)n1	-1%	-5%	0.1%	6%	5%	?	9%	1	1%	-7%	3%
O=C(O)c1ccccc1OCc1nc2ccccc2s1	5%	-1%	-0.3%	-15%	-1%	?	5%	-2	7%	-2%	?
CN(C)CCC(=O)c1ccc(F)cc1	-1%	2%	-0.2%	6%	-1%	5%	4%	-3	4%	-3%	0%
O=C(c1cccnc1)N1CCN(S(=O)(=O)c2ccc(Cl)cc2)CC1	-15%	3%	-2.0%	-16%	-7%	0%	0%	41	0%[46.1 µM]	-3%	-31%
COc1ccc(CCNC(=O)COC(=O)c2ccc(Br)o2)cc1	-5%	2%	0.0%	14%	-2%	5%	3%	0	-5%	-8%	1%
O=C(Nc1cccc(C(F)(F)F)c1)N(Cc1ccc(Cl)cc1)CC(O)C(F)(F)F (configuration not stated)	-1%	-11%	-0.6%	?	-1%	20%	0%	-27	5%	-5%	3%
O=C(NCc1cccc(C(F)(F)F)c1)c1cc(Cl)ccc1Cl	-4%	0%	-0.6%	-10%	-16%	-1%	-1%	-8	-1%[46.1 µM]	1%	-9%
Cc1cccc(C)c1OCCCCN1CCNCC1	-4%	-3%	-0.2%	-1%	1%	2%	1%	3	3%	0%	12%
COc1ccccc1C(=O)NCCC(=O)NCC1CCCO1 (configuration not stated)	-2%	-1%	-0.1%	16%	-16%	1%	1%	-1	3%	-3%	5%
CCOC(=O)Cn1nc(C)cc1NC(=O)c1ccncc1	-2%	6%	-0.1%	18%	3%	2%	4%	-2	.	1%	-6%
Cc1cccc2cc(C#N)c(N3CCCC3)nc12	-1%	0%	0.2%	-15%	-8%	-5%	1%	1	-2%	-10%	7%
CCN1CCN(C(CNS(=O)(=O)c2ccccc2)c2ccccc2)CC1 (configuration not stated)	2%	0%	-1.0%	-2%	-14%	1%	-6%	1	8%	-2%	4%
Cc1cccc(CNC(=O)c2ccc3c(c2)N(C)CCS3)c1	-1%	3%	0.5%	6%	-5%	2%	0%	20	3%	0%	16%
COc1ccc(N2CC(C(=O)N[C@@H](CC(C)C)C(=O)NC3CCCC3)CC2=O)cc1 (some centres not stated)	1%	-1%	-0.1%	3%	4%	4%	2%	2	-4%	-5%	-2%
S=c1[nH]c(-c2ccccc2)cs1	-14%	17%	0.4%	8%	0%	1%	3%	-7	-1%	0%	?
Cc1ccc(C(=O)NCCc2c[nH]c3ccccc23)c(C)c1	-6%	17%	-0.3%	11%	-7%	?	0%	13	5%	0%	?
CCOc1ccccc1C(=O)NCC(=O)Nc1ccc2c(c1)OCO2	-7%	0%	-0.3%	13%	-10%	-2%	3%	12	-3%	-6%	16%
CC(NCc1ccco1)C(=O)N1CCc2ccccc2C1 (configuration not stated)	-10%	0%	-0.8%	9%	-2%	?	5%	9	3%	-8%	6%
COC(=O)C1=C(C)NC(=O)C1(Nc1ccc(Cl)cn1)C(F)(F)F (configuration not stated)	0%	2%	3.5%	?	-8%	-4%	-2%	0	2%	-11%	5%
CCOC(=O)c1nnn(-c2nonc2N)c1CSc1ccc(C)cc1	0%	?	-0.4%	-5%	5%	4%	2%	-4	-3%	0%	-15%
CCCn1cnnc1CNC(=O)C1CCC(=O)N(CCc2ccc(OC)cc2)C1 (configuration not stated)	-1%	-3%	0.4%	-1%	5%	2%	0%	-1	-1%	-1%	?
COc1ccc(CN2CCN(c3ccc(F)cc3)CC2)c(OC)c1OC	-10%	2%	-0.6%	-1%	-1%	-1%	1%	15	-1%[46.1 µM]	0%	4%
COc1ccc(Cl)cc1NC(=O)CSC1=NN2CCCC(=O)N=C2S1	-2%	3%	-0.2%	2%	-6%	10%	2%	-6	3%	-3%	-22%
Cc1ccc2c(c1)Sc1c(ccc3ccccc13)N2	3%	3%	-1.1%	-14%	-15%	?	-1%	-1	1%	-18%	?
O=C(NCc1cccc(Cl)c1)c1cnn2c1NC(c1ccco1)CC2C(F)(F)F (configuration not stated)	-6%	7%	0.0%	-1%	.	29%	1%	-3	.	-7%	?
Cc1ccc(N2NC(=O)/C(=C/c3ccc(-c4ccc(Cl)c(C(=O)O)c4)o3)C2=O)cc1	?	10%	-0.1%	-6%	0%	?	-1%	-1	1%	-4%	4%
O=C(COc1ccccc1)OCC(=O)c1ccc(O)cc1O	-3%	-1%	-0.3%	-11%	2%	-1%	0%	16	1%	-4%	11%
CSc1ncc(Cl)c(C(=O)Nc2cccc3ccccc23)n1	-4%	-2%	0.0%	-18%	-7%	8%	3%	3	-2%[46.1 µM]	-1%	9%
Cc1ccc(C(=O)Nc2cccc(-c3ccc(N4CCOCC4)nn3)c2)cc1[N+](=O)[O-]	2%	-3%	-0.2%	-5%	-3%	-8%	1%	-7	6%	0%	?
Cc1nnsc1Sc1ccccn1	2%	1%	-0.2%	-3%	-3%	1%	1%	-1	-3%	-2%	?
Cc1cc(C(=O)OCC(=O)N2C(C)CCCC2C)c(C)o1 (configuration not stated)	-1%	8%	0.0%	2%	1%	4%	4%	1	0%	-4%	11%
O=C(Nc1c2c(nn1-c1ccccc1)CS(=O)(=O)C2)C1CCCC1	-15%	0%	-0.8%	-26%	-7%	-8%	-1%	20	-9%	0%	0%
CCCC[N+](C)(C)CCC(=O)NC(C)(C)CS(=O)(=O)[O-]	?	0%	-0.3%	-7%	1%	2%	3%	-10	-2%	0%	2%
O=C(CC1C(=O)NCCN1Cc1cccc(C(F)(F)F)c1)NCCc1cnccn1 (configuration not stated)	-20%	1%	-1.2%	-3%	4%	1%	0%	-9	4%	-3%	1%
Cc1cccc(OCc2nnc(SCC(=O)O)n2Cc2ccccc2)c1	-5%	0%	-0.5%	8%	-8%	-10%	-5%	21	-11%	-2%	0%
COc1ccc(NC(=O)C(CC(C)C)NC(=O)C2CCC(C)CC2)cc1 (configuration not stated)	3%	1%	-0.6%	-7%	0%	6%	3%	1	-48%	-4%	17%
CCOC(=O)C1=C(C)N=c2s/c(=C\c3cccn3C)c(=O)n2C1c1cccc(OC)c1OC (configuration not stated)	-5%	10%	-0.5%	3%	0%	2%	0%	-4	-2%	?	?
Cc1cccc(N/C=C(\[N+](=O)[O-])S(=O)(=O)c2ccccc2)c1	1%	-2%	0.1%	-9%	5%	-2%	2%	5	-4%	-2%	-4%
